Screening data deposited in PubChem by several laboratories.
HTR5A ag ctr: counter-screen for OPRM1-OPRD1 agonists: human HTR5A agonism. P47898. HTR5A agonist assay, luminescence, cell-based. activation, % at 9.3 µM. 340,000 tested, 0.61% active; in the data active means activation mostly above about 9.5%, no sharp cut-off; inactive means mostly below about 7.6%;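 further: 0% = cells with vehicle only and 100% = reference agonist; strong numbers were not always called active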
Target sequence (P47898 whole entry, looked up): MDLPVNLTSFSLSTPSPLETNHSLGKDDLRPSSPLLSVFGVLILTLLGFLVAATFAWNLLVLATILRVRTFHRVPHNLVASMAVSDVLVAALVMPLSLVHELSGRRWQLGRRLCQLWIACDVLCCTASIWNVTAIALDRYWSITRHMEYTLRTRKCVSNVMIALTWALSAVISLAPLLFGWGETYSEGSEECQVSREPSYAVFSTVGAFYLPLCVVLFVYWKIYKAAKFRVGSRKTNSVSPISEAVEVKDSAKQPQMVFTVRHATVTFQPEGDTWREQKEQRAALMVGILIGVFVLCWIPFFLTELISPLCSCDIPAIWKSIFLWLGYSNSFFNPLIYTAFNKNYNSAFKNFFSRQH
HTR5A inv ctr: HTR5A inverse agonism, opioid heterodimer counter-screen; P47898; HTR5A cell line, luminescence; inhibition, % at 9.3 µM; 340,000 tested, 0.083% active; in the data active means inhibition mostly above about 23%, no sharp cut-off; inactive means mostly below about 18%;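 further: 0% = cells with DMSO and 100% = no-cell wells with DMSO; some compounds called inactive have numbers as strong as hits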
OPRM1-OPRD1 inv: inverse agonists of human mu-delta opioid receptor heterodimerization; cell-based MOR-DOR heterodimer luminescence, inverse agonism; 340,000 tested, 0.21% active; inhibition, % at 9.3 µM; P35372+P41143; in the data active means inhibition above about 22%, passing the limit was not always enough;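 further: 0% = cells with DMSO and 100% = wells without cells with DMSO; values of inactives mirror those of a sister screen read the other way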
CAL PDZ FP: CAL PDZ (human) peptide binding inhibition; 300,000 tested, 0.92% active; Q9HD26; purified CAL PDZ, TMR-peptide fluorescence polarization, 1 h; inhibition, % at 24.9 µM;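 active means mean inhibition of at least 30% with at least half of replicates also reaching 30%; inconclusive means no clear call, values can overlap the other calls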;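 further: 0% = DMSO neutral control and 100% = excess unlabeled competitor peptide PRC23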
LANA DNA inh: inhibitors of KSHV LANA C-terminal domain DNA binding; MBP-C-LANA/FAM-LBS DNA binding, fluorescence polarization; inhibition, % at 9 µM; 340,000 tested, 0.078% active; AID 504423;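 active means highest replicate inhibition at or above 60% at 9 µM, even if other replicates fall short; inactive means all replicates below 60% inhibition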;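 further: 0% = neutral control wells and 100% = 4 µM acridine orange control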
cardiac RTF act: cardiac RTF calcium sensitization; IANBD-labeled TnC RTF fluorescence at EC20 calcium; 0% EC20 calcium, 100% full calcium; activation, % at 7.2 µM; 340,000 tested, 0.24% active; AID 493008;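 active means activation above the mean over all tested compounds plus 3 SD, cut at about 30% in these data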;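 further: rise in fluorescence read as greater calcium sensitivity of cardiac thin filaments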
OPRM1-OPRD1 ag: OPRM1-OPRD1 heterodimerization agonism. P35372+P41143. activation, % at 9.3 µM. cells, luminescence. 340,000 tested, 0.3% active; in the data active means activation above about 18%;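 further: 0% = vehicle-treated cells and 100% = reference agonist; values of inactives mirror those of a sister screen read the other way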
Keap1 Nrf2 FP: disrupts human Keap1 binding to Nrf2 peptide; Keap1 Kelch-Nrf2 peptide fluorescence polarization, 1536-well; 340,000 tested, 0.15% active; AID 504523; inhibition, % at 9.4 µM; Q14145; in the data active means inhibition above about 12%; inconclusive means no clear call, values can overlap the other calls; inactive means below about 7.3%;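 further: human Keap1 Kelch domain with fluorescein labeled Nrf2 9mer peptide probe; 0% = neutral control wells and 100% = peptide positive control; higher means more block of Keap1 binding to Nrf2 peptide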
Target sequence (Q14145 whole entry, looked up, the tested form may be a part): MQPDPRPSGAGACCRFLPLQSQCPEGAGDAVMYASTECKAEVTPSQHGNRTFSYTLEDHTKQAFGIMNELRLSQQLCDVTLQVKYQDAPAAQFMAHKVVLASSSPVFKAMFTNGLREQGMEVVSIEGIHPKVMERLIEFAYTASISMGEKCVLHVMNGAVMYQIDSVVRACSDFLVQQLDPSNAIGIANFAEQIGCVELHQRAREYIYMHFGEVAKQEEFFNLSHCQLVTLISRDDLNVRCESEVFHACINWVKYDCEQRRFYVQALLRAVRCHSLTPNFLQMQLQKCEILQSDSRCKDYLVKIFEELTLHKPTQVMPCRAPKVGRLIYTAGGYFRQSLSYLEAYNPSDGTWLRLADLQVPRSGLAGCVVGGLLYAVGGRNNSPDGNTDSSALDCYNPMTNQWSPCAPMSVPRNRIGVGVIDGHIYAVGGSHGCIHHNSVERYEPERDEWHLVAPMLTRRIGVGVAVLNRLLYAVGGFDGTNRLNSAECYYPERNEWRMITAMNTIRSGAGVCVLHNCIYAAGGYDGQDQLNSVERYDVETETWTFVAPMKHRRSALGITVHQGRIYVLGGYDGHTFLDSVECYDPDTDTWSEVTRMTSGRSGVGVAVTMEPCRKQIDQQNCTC
Cardiac RTF inh: cardiac RTF calcium desensitization; inhibition, % at 7.15 µM; 340,000 tested, 0.12% active; IANBD-labeled cardiac RTF, Ca2+ fluorescence; P19429+P45379;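 active means inhibition above the mean inhibition of all tested compounds plus 3 SD, cut at about 17% in these data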;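 further: assay run at fixed EC70 calcium of 1.6 mM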
V-ATPase pH: alters yeast V-ATPase proton transport; S. cerevisiae, pHLuorin cytosolic pH fluorescence; response, % at 10 µM; 350,000 tested, 0.37% active; AID 504577; in the data active means response mostly above about 7.3%, no sharp cut-off; inactive means mostly below about 5.4%; further: actives read high; inactives centre near 0; some compounds called inactive have numbers as strong as hits; reference of the scale not given here
* = called active by the depositor; ? = inconclusive; / = no result given. These rows are one share of the data, so the mix of outcomes need not match the whole.

SMILES | HTR5A ag ctr | HTR5A inv ctr | OPRM1-OPRD1 inv | CAL PDZ FP | LANA DNA inh | cardiac RTF act | OPRM1-OPRD1 ag | Keap1 Nrf2 FP | Cardiac RTF inh | V-ATPase pH
CN(C)C(=O)Oc1ccc([N+](=O)[O-])cc1 | -0.7 | 1.8 | -7.5 | -3.9 | 0.3 | 5.3 | 1.0 | -4.7 | -4.5 | 0.0
COc1ccc(CNCCc2ccc(Cl)cc2Cl)cc1 | 2.8 | -2.4 | 19.0 | / | -0.5 | 2.2 | -3.7 | -0.3 | 2.5 | -0.6
OC(CN1CC=C(c2ccccc2)CC1)c1ccccc1 (stereo not given) | -3.9 | 10.9 | 11.9 | -2.7 | -1.6 | -5.0 | -1.9 | 2.3 | 4.2 | -3.8
Cc1nonc1-c1nc(-c2nonc2N)n[nH]1 | -0.6 | 6.5 | 14.8 | -0.4 | 0.0 | 4.0 | -2.5 | -0.9 | 9.3 | 0.3
CNCCc1ccc(O)c(O)c1 | 4.1 | -36.1 | -1.4 | -4.5 | 0.2 | -2.1 | 0.3 | -9.3 | -10.2 | -1.9
CCN(CC)CCN=Cc1c(O)n(CCC2=CCCCC2)c(=O)[nH]c1=O | -5.3 | 14.8 | -2.2 | -3.5 | -1.9 | 0.6 | 0.4 | -2.5 | -0.5 | 1.2
NC(=O)Cn1cc(C(=O)c2ccccc2)c2ccccc21 | 1.4 | -5.0 | 18.5 | -1.6 | -2.0 | -8.7 | -4.0 | -2.6 | 5.8 | -0.5
COc1ccc(NC(=O)CN2C3CCC2CC(O)(c2cccnc2)C3)cc1OC (stereo not given) | -0.1 | 9.2 | 10.4 | -1.0 | -1.3 | 10.8 | -1.8 | -3.0 | -2.9 | -0.2
COc1ccccc1CN1CCCC(C(=O)c2ccccc2OC)C1 (stereo not given) | -4.2 | -2.4 | 13.8 | 2.3 | 0.6 | 3.7 | -2.8 | -3.6 | -11.5 | 0.1
C=CCN1CC[C@@]2(C)c3cc(O)ccc3CC1[C@@H]2C | -1.9 | 6.6 | -18.2 | -3.4 | 0.4 | 4.1 | 3.4 | -2.7 | 3.1 | 9.1
CCOC(=O)C1CCN(C(C)C(=O)c2c[nH]c3ccccc23)CC1 (stereo not given) | 1.0 | -3.8 | 6.1 | -3.1 | -0.9 | 3.0 | -1.1 | -2.9 | -0.8 | -4.2
CN1C(=O)C(C2c3ccccc3C(=O)N2Cc2ccccc2)C(=O)N(C)C1=O (stereo not given) | -4.0 | -1.9 | 15.3 | 1.5 | -0.3 | -7.2 | -3.3 | -1.6 | -0.8 | -0.2
CCN1CCN(Cc2cc(Br)ccc2O)CC1 | -1.9 | 5.0 | 1.6 | -6.8 | 4.0 | 3.3 | -0.3 | 3.7 | -8.2 | -1.5
O=C(NN=Cc1ccc(N(CCCl)CCCl)cc1)c1cc(=O)[nH]c(=O)[nH]1 | 1.1 | -4.3 | -1.1 | -6.0 | 4.9 | 4.2 | 0.2 | 3.2 | -6.3 | 2.2
COc1ccc(CC(=O)C2C(=O)N(C)c3ccccc32)cc1OC (stereo not given) | -0.7 | 2.8 | 20.1 | -0.5 | 3.4 | -2.8 | -4.6 | -4.1 | -6.2 | -1.6
Cc1ccc(N(C)C(=O)Oc2cccc3ccc(C)nc23)cc1 | -4.0 | 14.6 | 9.5 | -0.1 | 1.1 | -0.4 | -1.8 | -2.0 | -2.0 | -1.8
COc1cc2c(cc1OC)-c1c(OC)c(OC)cc3c1C(C2)N(C)CC3 (stereo not given) | 3.3 | 9.0 | -10.2 | -1.9 | 2.0 | 1.4 | 2.0 | -1.6 | -9.8 | -3.1
Cn1c(O)c(C=NCCOc2ccc(Cl)cc2)c(=O)n(C)c1=O | 4.8 | -32.1 | 15.1 | -6.8 | 0.4 | -4.8 | -2.6 | -0.2 | 3.8 | 1.1
CCOc1cc(/C=C2\C(=O)NC(=O)N(CCc3ccc(F)cc3)C2=O)ccc1O | -2.7 | -3.8 | 14.5 | -2.9 | 12.9 | 1.4 | -2.9 | -11.7 | -5.4 | -2.3
CC(=O)Nc1cc(C(=O)N2CCC3(CC2)OCCO3)ccc1Sc1ccc(F)cc1 | 0.8 | -2.2 | 10.3 | -5.7 | 0.6 | 0.8 | -2.2 | 2.6 | 5.9 | -4.1
Cc1ccc(OCC(=O)N2CCN(Cc3ccc4c(c3)OCO4)CC2)cc1C | 0.1 | -0.3 | 12.1 | 1.6 | -1.0 | 5.7 | -2.3 | 2.4 | -3.9 | 0.0
O=C(/C=C/c1ccccc1)NC(=S)N1C[C@H]2C[C@H](C1)c1cccc(=O)n1C2 | 2.6 | -27.4 | 14.5 | -1.2 | -2.4 | 2.0 | -2.6 | -1.4 | 4.5 | 0.7
COC(=O)C1=C(c2ccc(C(C)=O)cc2)C[C@@H]2CC[C@H]1N2C(=O)NCc1ccc2c(c1)OCO2 | 5.0 | -4.8 | 8.4 | -3.1 | 3.4 | 5.6 | -1.5 | -3.2 | 1.2 | -1.0
CCCCCCC(C)(C)c1ccc([C@@H]2C[C@H](O)CC[C@H]2CCCO)c(O)c1 | 10.8 | -2.6 | -59.9 | -2.2 | 2.6 | 4.9 | 10.8 | 3.7 | 7.9 | -1.1
CCOC(=O)C1(c2ccccc2)Oc2ccccc2C(c2ccc(OC)cc2)=C1C(=O)OC (stereo not given) | -4.3 | 14.9 | 16.9 | -1.8 | -0.8 | -5.2 | -3.4 | -2.0 | -5.5 | -1.8
COc1ccccc1N=Nc1c(O)[nH]c(=S)[nH]c1=O | -6.2 | 15.9 | 16.5 | 1.3 | -3.2 | 14.5 | -3.6 | -1.3 | -12.2 | 0.7
Cc1ccc(C(=O)N/C(=C\Cl)P(=O)(c2ccccc2)c2ccccc2)cc1 | 3.4 | 15.7 | 19.5 | -1.3 | -0.3 | -2.5 | -4.2 | -3.6 | -7.6 | -1.3
CSc1ncc(/C=C2/C(=O)NC(=O)N(C)C2=O)cn1 | -2.5 | 5.5 | 12.3 | -2.2 | -0.9 | 1.9 | -2.5 | 1.2 | -1.2 | -0.8
Cc1ccc(-c2cc(C(F)F)n3ncc(C(=O)N4CCC5(CC4)OCCO5)c3n2)cc1 | -3.6 | -15.8 | 16.1 | -0.6 | 0.1 | 3.7 | -2.9 | -4.0 | -2.0 | -1.0
O=C(Nc1ccc(Cl)cc1)OC1CN2CCC1CC2 (stereo not given) | 5.2 | -25.6 | 5.1 | 47.6* | 1.1 | 8.0 | -1.0 | -1.2 | -2.5 | 5.6
Cc1ccc(-c2cc(-c3ccc(C)cc3)[n+](-c3ccc(C(=O)[O-])cc3)c(-c3ccc(C)cc3)c2)cc1 | 1.2 | 1.5 | 8.0 | -3.5 | -2.5 | 7.5 | -1.5 | 0.3 | -1.4 | 2.2
COc1ccc2nc(NC(=O)CCc3nc(C4=CCN(C)CC4)no3)sc2c1 | 0.4 | -1.1 | -7.3 | / | -1.6 | 0.1 | 1.2 | -4.1 | 2.4 | -4.8
O=C(Cc1ccccc1)OCCN1CCCCC1 | -0.4 | -11.4 | 1.0 | 0.9 | 0.4 | 0.9 | -0.2 | 6.0 | -8.2 | 0.5
COC(=O)C1=C(c2ccc(F)cc2F)C[C@@H]2CC[C@H]1N2C(=O)NCC1CC1 | 4.8 | 0.7 | 17.8 | -1.0 | 0.0 | 1.2 | -3.1 | -1.0 | -10.0 | -3.5
CC1=Nc2ccccc2/C1=C/c1c(O)[nH]c(=O)[nH]c1=O | -1.7 | 6.2 | 4.3 | / | -2.1 | 3.0 | -0.9 | -1.0 | -4.4 | -2.7
CCOP(=S)(OCC)SCC(=O)NC(C)(CC)C(=O)O (stereo not given) | 3.2 | 12.7 | 9.7 | -1.4 | 1.2 | 1.8 | -1.7 | 0.5 | 6.4 | 2.8
COc1cc2c(cc1OC)C1[C@H]3C(=CC[C@H]1OC2O)CCN3C (stereo not given in full) | 1.8 | -5.4 | 11.9 | 6.5 | -0.1 | 6.6 | -2.1 | -1.1 | -1.7 | -5.2
Cc1ccccc1N1C(=O)NC(=O)/C(=C\c2cnn(-c3ccccc3)c2)C1=O | -0.3 | -10.2 | 3.2 | -0.7 | 2.0 | 0.8 | -0.7 | -14.6 | -6.4 | 1.2
C[C@]12CC[C@H](O)CC1=CCC1C2CC[C@@]2(C)C1C[C@@H]1CC(=O)O[C@@H]12 (stereo not given in full) | -2.4 | 9.2 | -3.9 | 4.8 | 0.5 | -2.5 | 0.8 | -2.4 | 5.3 | 5.0
O=C(c1ccccc1)c1cn(CC(=O)N2CCCC2)c2ccccc12 | -4.8 | -10.7 | 2.8 | / | 2.7 | -1.3 | -0.5 | 2.1 | -10.0 | 3.2
O=C1CNC(c2ccccc2Cl)c2cc(Br)ccc2N1 (stereo not given) | -3.3 | 12.2 | 10.4 | -5.1 | 0.7 | 1.1 | -2.3 | 0.0 | -5.5 | 2.7
Cc1c(C)c2ccc(OCC(=O)N3C[C@H]4C[C@@H](C3)c3cccc(=O)n3C4)cc2oc1=O | 1.5 | 32.3 | 3.6 | -2.2 | -1.8 | -1.5 | -0.7 | ? | -15.4 | 9.5
CC(C)n1c(=O)c(C=Nc2cccc([N+](=O)[O-])c2)c(O)n(CCc2ccccc2)c1=O | -1.0 | 2.5 | 2.4 | -0.8 | 2.4 | 20.4 | -0.5 | -7.4 | -30.3 | 5.0
O=c1[nH]c(O)c(C=Nc2cc(F)cc(F)c2)c(=O)[nH]1 | 2.6 | 7.2 | 3.1 | -2.1 | -0.7 | -0.8 | -0.6 | -0.9 | 2.8 | -1.6
COC(=O)C1=C(c2ccc(OCc3ccccc3)cc2)C[C@@H]2CC[C@H]1N2C(=O)NCc1ccc(OC)c(OC)c1 | 2.1 | -6.1 | 5.5 | -2.9 | 0.6 | -0.9 | -0.9 | -1.1 | 13.4 | 0.1
CN1C2CCC1CC(OC(c1ccccc1)c1ccccc1N)C2 (stereo not given) | 1.9 | -32.0 | 15.7 | -2.5 | 2.1 | -3.5 | -2.8 | 4.2 | 9.1 | -0.2
COC(=O)NC(=S)Nc1ccccc1NC(=S)NC(=O)OC | -0.1 | 0.2 | 7.7 | -1.3 | 0.5 | 1.6 | -1.4 | 2.9 | 1.4 | -3.8
COCCNC(=O)CN1C(=O)C(C)N=C(c2ccccc2)c2cc(Cl)ccc21 (stereo not given) | 1.8 | -6.2 | 17.5 | -0.8 | -0.2 | -7.1 | -3.9 | -6.2 | -4.3 | 1.5
CCOC(=O)N(C)c1ccc(C(O)(C(=O)OCC)C(F)(F)F)cc1 (stereo not given) | -2.6 | 14.4 | 8.5 | / | -0.8 | -2.7 | -1.9 | -0.9 | -1.6 | 0.6
CCN(CC)c1ccc(/C=C2\C(=O)NC(=O)N(CC3CCCO3)C2=O)cc1 (stereo not given) | -2.6 | 2.9 | 15.9 | -1.1 | 0.3 | 3.4 | -2.5 | -0.3 | -7.5 | -0.3
